# JNK3 blocker: JNK3 kinase activity inhibitors, primary screen, biochemical, human, purified enzyme; Mitogen-activated protein kinase 10 (Homo sapiens), P53779; HTS; inhibition, % at 8 µM; actives 0.61% (n = 60,000); AID 746, 2007; in the data active = inhibition above about 17%;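 note: 0% = DMSO and 100% = reference inhibitor; many of its hits are not listed in these tables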
# Target sequence (P53779 whole entry, looked up): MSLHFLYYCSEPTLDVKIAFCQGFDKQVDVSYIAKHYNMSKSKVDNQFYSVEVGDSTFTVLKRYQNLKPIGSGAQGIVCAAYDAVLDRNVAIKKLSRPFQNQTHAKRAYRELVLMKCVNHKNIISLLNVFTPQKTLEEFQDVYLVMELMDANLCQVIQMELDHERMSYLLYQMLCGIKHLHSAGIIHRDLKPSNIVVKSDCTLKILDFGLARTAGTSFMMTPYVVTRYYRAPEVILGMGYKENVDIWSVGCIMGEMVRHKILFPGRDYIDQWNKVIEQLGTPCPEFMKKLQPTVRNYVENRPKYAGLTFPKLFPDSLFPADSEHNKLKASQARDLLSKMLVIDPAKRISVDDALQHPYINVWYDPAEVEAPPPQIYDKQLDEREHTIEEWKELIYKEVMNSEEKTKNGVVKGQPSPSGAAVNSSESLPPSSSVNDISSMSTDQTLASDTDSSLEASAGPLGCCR
# C1s inh: complement C1s protease inhibitors, primary screen, biochemical, 10-compound mixtures. actives 0.16% (n = 62,000). Complement C1s subcomponent (Homo sapiens), P09871. purified C1s, fluorogenic AMC substrate, pooled mixtures. mean inhibition % of two 10-compound mixtures (hits give high values), % at 5 µM (by protocol). AID 538, 2006;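 active = inhibition above 20% in each of the two 10-compound mixture wells holding the compound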;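 note: 0% = enzyme wells lacking compound mixture and 100% = no-enzyme blank wells; some compounds called inactive have numbers as strong as hits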
# CatL block: inhibitors of human cathepsin L, biochemical | actives 0.17% (n = 58,000) | purified cathepsin L, fluorogenic substrate, fluorescence | Procathepsin L (Homo sapiens), P07711 | inhibition, %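 (tested at 10 µM)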; in the data active = inhibition above about 45%;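 note: 0% = enzyme with no compound and 100% = no enzyme blank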
# FXIIa inh mix: human factor XIIa inhibitors, primary screen, biochemical, pooled compound mixtures, fluorogenic substrate. actives 0.2% (n = 62,000). purified FXIIa. Coagulation factor XII (Homo sapiens), P00748. inhibition, % at 5 µM;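 note: 0% = enzyme without compound and 100% = no enzyme blank; some results filed as inactive read as strong as hits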
# CatG inh: human cathepsin G inhibitors, primary screen, biochemical, pooled compound mixtures, AMC fluorescence. inhibition, % at 5 µM (by protocol). P08311. actives 0.2% (n = 62,000). AID 581, 2007. purified enzyme, AMC-tetrapeptide fluorescence;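 active = inhibition above 20% in each of the two mixture wells holding the compound; inactive = inhibition of 20% or less in either well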;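 note: 0% = enzyme control without mixture and 100% = blank lacking enzyme; strong numbers were not always called active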
# Target sequence (P08311 21-244 limits assumed): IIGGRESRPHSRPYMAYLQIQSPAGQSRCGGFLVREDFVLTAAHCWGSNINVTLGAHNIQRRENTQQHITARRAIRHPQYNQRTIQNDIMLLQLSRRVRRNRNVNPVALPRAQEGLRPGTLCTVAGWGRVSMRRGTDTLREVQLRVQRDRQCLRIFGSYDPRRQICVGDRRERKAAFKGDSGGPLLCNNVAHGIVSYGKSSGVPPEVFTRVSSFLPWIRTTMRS
# PKA kinase inh: inhibitors of human PKA kinase activity, primary screen, biochemical, ATP-depletion luminescence, Kemptide substrate | actives 0.1% (n = 65,000) | cAMP-dependent protein kinase catalytic subunit alpha (Homo sapiens), P17612 | AID 524, 2006 | inhibition, % at 6 µM | PKA Kemptide phosphorylation, Kinase-Glo ATP luminescence;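 active = inhibition above the screen-wide mean inhibition plus 3 SD, cut at about 21% in these data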; note: many of its hits are not listed in these tables
# CatS block: inhibitors of human cathepsin S, biochemical, compound mixtures; P25774; recombinant cathepsin S, AMC dipeptide fluorescence, pooled mixtures; inhibition, %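 (tested at 5 µM per compound within 10-compound mixtures)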; actives 0.06% (n = 62,000); AID 501, 2006; in the data active = inhibition above about 32%, passing the limit was not always enough; inconclusive = no clear call, values can overlap the other calls;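 note: 0% = enzyme without compound and 100% = blank without enzyme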
# Target sequence (P25774 115-331 limits assumed): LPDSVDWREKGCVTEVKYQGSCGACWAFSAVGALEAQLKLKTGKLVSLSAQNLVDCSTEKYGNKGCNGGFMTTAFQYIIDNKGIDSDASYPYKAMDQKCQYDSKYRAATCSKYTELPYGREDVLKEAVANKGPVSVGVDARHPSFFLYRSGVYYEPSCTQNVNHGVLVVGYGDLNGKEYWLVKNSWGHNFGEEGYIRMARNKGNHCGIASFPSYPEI
# ROCK2 blocker: inhibitors of human ROCK2 kinase, primary screen, biochemical, high-throughput, luminescence. Rho-associated protein kinase 2 (Homo sapiens), O75116. inhibition, % at 6 µM. AID 604, 2007. actives 0.35% (n = 60,000). purified ROCK2, Kinase-Glo ATP depletion luminescence;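 active = inhibition above the screen-wide mean inhibition plus 3 SD, cut at about 18% in these data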;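 note: plate controls were DMSO wells for no effect and Y-27632 control wells after no-enzyme background subtraction for full effect; many of its hits are not listed in these tables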
# FXIa inh mix: FXIa protease inhibitors in compound pools, primary screen, biochemical, 10-compound mixtures; purified FXIa, fluorogenic substrate, pooled mixtures; inhibition, % at 5 µM; actives 0.19% (n = 62,000);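 note: each value is inhibition by a whole ten-compound pool holding the compound; 0% = enzyme with no mixture and 100% = wells lacking enzyme; strong numbers were not always called active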
# * hit, by the source's call; u = inconclusive; x = not tested or not shown. Cut-off read from the data, not from the text of the source, unless noted: active = inhibition above about 20% (passing the limit was not always enough); inactive = the rest.
# Start of the data: the first 13 records (preview)
# Every second line gives: CatG inh, JNK3 blocker, PKA kinase inh, CatS block, FXIIa inh mix, CatL block, ROCK2 blocker, C1s inh, FXIa inh mix
CC(C)(C)c1ccc(C(O)CCCN2CCC(C(O)(c3ccccc3)c3ccccc3)CC2)cc1 (centres undefined)
  11, -8, -1, -4, 6, 6, 7, 15, 8
CCCSc1nc(C)c(-c2csc(C(C#N)=C3CCCC3)n2)cc1C#N
  2, 5, 1, u, 20, 20, 3, 4, 11
COc1ccc(C(=O)Nc2ccc(N3CCOCC3)cc2)cc1OC
  7, 3, -11, 1, 5, 7, -11, 9, 26
CCN(CC)c1ccc(C(NC(C)=O)NC(C)=O)cc1
  6, -17, -4, -4, -2, 22, 1, -12, 2
COc1cccc(N=C2SC(C(=O)Nc3ccc(F)cc3)CC(=O)N2C)c1 (centres undefined)
  -1, 5, 5, 16, 6, 11, 13, -6, 7
CN(C)CCNc1ncnc2c1cnn2-c1ccc(Cl)cc1
  4, -7, 3, 27, -14, 16, 3, 28, 3
COCc1nc(-c2cc(OC)c(OC)c(OC)c2)no1
  -7, -4, 11, -1, 2, -7, 4, -9, 2
C=CCn1c(=O)c2ccccc2n2c(SCC(=O)/C(C#N)=C(\C)N)nnc12
  9, 2, 3, 12, 1, 5, -1, -1, 3
Cc1ccc(NCc2nnc(SCC(=O)c3ccccc3)o2)c(C)c1
  7, -4, 0, 11, 0, 5, 0, 7, 17
c1ccc(N(c2ccccc2)c2nc(N3CCOCC3)nc(N3CCOCC3)n2)cc1
  12, 1, 0, -11, -8, -9, 6, 9, 3
O=C(CCC(=O)N1CCCC1)Nc1nnc(C(F)(F)F)s1
  -16, -3, 4, -5, 2, -2, -6, -14, 0
CC(=O)NC(Cc1c[nH]c2ccccc12)C(=O)NCc1ccc2c(c1)OCO2 (centres undefined)
  -12, 0, 4, 7, 38, 1, -1, -49, -8
CC(=O)c1c(OCC(=O)O)ccc2c(C)cc(=O)oc12
  11, -1, -1, 13, -3, 31, 4, 7, 9

# The listing, from the start:
# Every second line gives: CatG inh, JNK3 blocker, PKA kinase inh, CatS block, FXIIa inh mix, CatL block, ROCK2 blocker, C1s inh, FXIa inh mix
CC(C)(C)c1ccc(C(O)CCCN2CCC(C(O)(c3ccccc3)c3ccccc3)CC2)cc1 (centres undefined)
  11, -8, -1, -4, 6, 6, 7, 15, 8
CCCSc1nc(C)c(-c2csc(C(C#N)=C3CCCC3)n2)cc1C#N
  2, 5, 1, u, 20, 20, 3, 4, 11
COc1ccc(C(=O)Nc2ccc(N3CCOCC3)cc2)cc1OC
  7, 3, -11, 1, 5, 7, -11, 9, 26
CCN(CC)c1ccc(C(NC(C)=O)NC(C)=O)cc1
  6, -17, -4, -4, -2, 22, 1, -12, 2
COc1cccc(N=C2SC(C(=O)Nc3ccc(F)cc3)CC(=O)N2C)c1 (centres undefined)
  -1, 5, 5, 16, 6, 11, 13, -6, 7
CN(C)CCNc1ncnc2c1cnn2-c1ccc(Cl)cc1
  4, -7, 3, 27, -14, 16, 3, 28, 3
COCc1nc(-c2cc(OC)c(OC)c(OC)c2)no1
  -7, -4, 11, -1, 2, -7, 4, -9, 2
C=CCn1c(=O)c2ccccc2n2c(SCC(=O)/C(C#N)=C(\C)N)nnc12
  9, 2, 3, 12, 1, 5, -1, -1, 3
Cc1ccc(NCc2nnc(SCC(=O)c3ccccc3)o2)c(C)c1
  7, -4, 0, 11, 0, 5, 0, 7, 17
c1ccc(N(c2ccccc2)c2nc(N3CCOCC3)nc(N3CCOCC3)n2)cc1
  12, 1, 0, -11, -8, -9, 6, 9, 3
O=C(CCC(=O)N1CCCC1)Nc1nnc(C(F)(F)F)s1
  -16, -3, 4, -5, 2, -2, -6, -14, 0
CC(=O)NC(Cc1c[nH]c2ccccc12)C(=O)NCc1ccc2c(c1)OCO2 (centres undefined)
  -12, 0, 4, 7, 38, 1, -1, -49, -8
CC(=O)c1c(OCC(=O)O)ccc2c(C)cc(=O)oc12
  11, -1, -1, 13, -3, 31, 4, 7, 9
CCc1ccccc1N1CSC2=C(C#N)C(c3cc(OC)c(OC)cc3OC)CC(=O)N2C1 (centres undefined)
  12, 3, 1, 17, 0, 9, 0, 19, 11
CN(C(=O)c1cccc(C#N)c1)c1nnc(-c2cnccn2)s1
  -29, 1, 6, 1, 8, 4, -4, -13, 2
COc1ccc(NC(=O)c2ccc(OC)cc2)cc1
  1, 2, -2, 0, -8, x, -1, -4, 7
Cc1ccn2cc(-c3ccc(S(=O)(=O)N4CCOCC4)cc3)nc2c1
  -20, 6, 0, -28, 11, -139, 4, -53, -26
Cc1ccc(-c2nnc3sc(-c4ccc5c(c4)OCCO5)nn23)cc1
  9, 6, 3, 4, 2, x, 3, 8, 5
Cn1c(SCC(=O)NCc2cccs2)nnc1-c1cccs1
  7, -1, 13, 10, 4, 12, 7, -23, -2
O=c1ccn(Cc2ccccc2Cl)cc1
  -1, -1, 7, -3, 2, 3, 7, -17, -6
O=C(CN1CCC(n2nnc3cc(C(F)(F)F)ccc32)CC1)NCc1cccs1
  -3, 15, -5, 17, 1, 4, -3, 3, 4
CN=c1scc(C)n1/N=C/c1ccc(O)cc1O
  11, 0, 10, 1, 8, 0, 4, 16, 5
CNC(=O)CSc1nnc(-c2cccc(S(=O)(=O)N3CCOCC3)c2)n1-c1ccc(F)cc1
  -5, -5, 1, -11, 8, 8, -1, -37, -17
O=C(Nc1cccnc1)c1cccc(S(=O)(=O)N2CCOCC2)c1
  0, 0, 0, 14, -6, 13, -9, 1, 8
N#Cc1nc(Cc2cccc3ccccc23)oc1N1CCC(C(N)=O)CC1
  9, -2, 4, 12, 1, 15, -1, 7, 9
CCOc1ccc(-c2nc(CSCC(=O)NCc3ccco3)c(C)o2)cc1
  1, -2, 4, 4, 0, 16, 4, 6, 9
CCc1nnc(NC(=O)c2cc3c(s2)CCCCC3)s1
  17, x, 1, 5, 0, 9, x, 10, 3
Cc1nn(Cc2ccccc2)c(C)c1NC(=O)c1cc(-c2cccs2)on1
  -3, 0, -3, 0, -4, 20, 4, -69, 6
CCC(COC(=O)Nc1cccc(C)c1)NC(=O)OCC(C)C (centres undefined)
  6, 0, -1, -8, -1, 26, 4, -34, -5
CC(=O)Nc1ccc2nc(C3CCCCC3)[nH]c2c1
  6, 5, 8, -6, 12, -1, 5, 5, 0
O=C(CSc1nn(-c2ccccc2)c(=S)s1)Nn1cnnc1
  -1, -3, 5, 5, -17, 4, 3, 1, 3
CCOc1ccccc1N(CC)C(=O)Cn1ncc2c(=O)oc3ccccc3c21
  1, -6, 0, 5, 4, x, 4, 9, 10
CCC(=O)Nc1ccc(N2CCN(Cc3ccccc3)CC2)cc1
  10, -1, 9, -4, 2, 2, 4, 1, -1
Cc1ccc(NC(=O)COC(=O)CCc2c[nH]c(=O)[nH]2)cc1
  11, 0, 12, 22, -3, -2, 8, 3, 0
CC(=O)Nc1ccc(C(=O)CSc2nnc(Cn3nnc4ccccc43)n2C)cc1
  11, -1, 7, 11, 2, 15, 7, -8, -6
O=C(O)CC1Sc2ccccc2NC1=O (centres undefined)
  2, 0, -5, 4, -14, 10, -8, -3, 7
CN1C(=O)CSc2ccc(NC(=O)NCCC3=CCCCC3)cc21
  -14, x, 6, 3, 12, -1, x, -18, 0
COC(=O)c1ccccc1NC(=O)c1ccccc1N(C)S(C)(=O)=O
  -1, 3, 14, -4, 6, x, 8, 0, 3
COc1cc(C)nc(N(Cc2ccccc2)S(=O)(=O)c2ccccc2)n1
  -5, -8, 3, -3, 9, -10, 4, 17, 6
Cc1cccn2cc(CNc3ccccc3)nc12
  9, -7, 12, 2, 7, 12, 4, 10, 2
Cc1cc(C)n(-c2nc(C)nc(NCc3ccccc3)n2)n1
  1, x, x, 25, 2, -6, x, -8, 4
Cc1cc(NC(=O)c2ccco2)ncc1NC(=O)Cc1ccccc1
  2, -8, -6, 12, 2, 31, -5, -2, 4
N#Cc1c(NC(=O)CSc2ncn(-c3ccccc3)n2)sc2c1CCCC2
  1, -1, 2, 8, 5, -7, 2, -28, 12
Cn1c(=O)c2c(nc(SCC(=O)N3c4ccccc4CCc4ccccc43)n2C)n(C)c1=O
  -1, 7, 9, -6, -1, -2, 3, -1, 6
CCCCOC(=O)Nc1nnc(CCOCC)s1
  8, 4, 5, -1, -16, 19, 3, 9, 3
Cc1ccc(O)c(C(=O)CC(=O)c2cccc(F)c2)c1
  -8, -5, 3, 9, 1, 10, -2, -77, -9
CCOC(=O)c1sc(NC(=O)CSc2nncs2)c(C(=O)OCC)c1C
  -11, 0, 1, -2, -16, x, 2, -41, 2
CC1CCCN(CCCNC(=O)C2CC(=O)N(c3ccc(F)c(Cl)c3)C2)C1 (centres undefined)
  -3, 1, 10, 10, -6, 9, 6, -11, 2
CC(=O)Nc1ccc(S(=O)(=O)NC(CC(=O)NCCC2=CCCCC2)C(C)C)cc1 (centres undefined)
  -9, 2, 7, 4, -4, 8, 2, -6, 3
O=C(COC(=O)CCc1c[nH]c2ccccc12)NC1CCS(=O)(=O)C1 (centres undefined)
  -8, -7, 5, 11, -3, 3, 5, -15, 2

# (more compounds)
# Every second line gives: CatG inh, JNK3 blocker, PKA kinase inh, CatS block, FXIIa inh mix, CatL block, ROCK2 blocker, C1s inh, FXIa inh mix
Cc1cccc(CC(=O)Nc2c3c(nn2-c2cccc(Cl)c2)CS(=O)C3)c1 (centres undefined)
  -35, -4, 10, -20, -4, -4, 2, -58, -49
OCCNCCCCOc1ccccc1F
  -8, -5, 8, 8, -12, 0, 6, 1, 4
N#CCSc1nc2c(sc(=S)n2Cc2ccco2)c(=O)n1-c1ccc(F)cc1
  13, x, 6, 0, 30, -4, x, 13, 7
CC(c1ccccc1)C1CC(=O)N(c2ccc(C(=O)O)cc2)C1=O (centres undefined)
  -13, -3, 4, -9, -15, -2, -2, -24, -1
CSc1ccc2nnc(-c3cccc(F)c3)n2n1
  48, 3, 5, 12, 4, 15, 5, 43, -4
CN1C(=O)NC(NC(=O)c2cccs2)(C(F)(F)F)C1=O (centres undefined)
  4, 5, 4, 10, 6, 0, 4, 3, 0
O=C(NCCc1ccccc1)C1CCN(S(=O)(=O)c2cccnc2)CC1
  -1, 8, 5, 3, -2, 13, 4, -18, -12
CCOc1ncccc1C(=O)OCC(=O)c1c(N)n(C)c(=O)n(C)c1=O
  6, x, 5, -4, -1, x, x, -8, 0
COc1ccccc1NC(=O)CSc1nc2sc(C)c(C)c2c(=O)n1Cc1ccco1
  -3, x, -11, -5, 4, -10, x, -13, 3
Clc1ccc2nc(NC3=NCN(CCN4CCOCC4)CN3)nc(-c3ccccc3)c2c1
  7, 1, 11, 3, 3, 8, 8, -15, -3
O=C(Nc1nnc(C2CCCCC2)s1)c1ccco1
  7, 2, 10, 2, 1, x, 7, -21, 0
C=CCc1cccc(CNc2c(C)n(C)n(-c3ccccc3)c2=O)c1O
  -4, 0, -5, 15, -4, 4, -3, -43, 2
COc1ccc(NC(=O)NCCCN2CCCC2=O)cc1
  -9, -4, 7, 30, 0, 10, -6, -73, -2
O=C(O)c1nn(-c2ccc(Cl)cc2)ccc1=O
  9, x, 3, 3, -11, x, x, 20, 4
CCC(=O)Nc1ccc(NC(=O)c2ccco2)cc1
  -2, x, -4, 3, 1, 11, x, -14, 2
